aGlu spleen mod = qHTS Assay for Inhibitors and Activators of Human alpha-Glucosidase From Spleen Homogenate | Lysosomal alpha-glucosidase (Homo sapiens), P10253 | human spleen homogenate, 4-MU-alpha-glucoside fluorescence | Potency, µM (doses to about 79.9 µM), for the others: at the top dose activity change, negative = inhibition, most hits filed as inhibitors | 240,000 compounds, 0.006% hits | AID 2112, 2009;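 note: 0% = enzyme with vehicle and -100% = no enzyme basal signal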
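Human spleen homogenate (1 ug) with 4-methylumbelliferyl-alpha-D-glucopyranoside (1 mM final) in 50 mM citrate/phosphate pH 5.0, 0.01% Tween-20; 40 min at 37 C. Stopped at pH 10; 4-MU fluorescence Ex 365/Em 440 nm; AC50 by Hill fit.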
GAA inh = qHTS Assay for Inhibitors of Human alpha-Glucosidase as a Potential Chaperone Treatment of Pompe Disease. Lysosomal alpha-glucosidase (Homo sapiens), P10253. purified human GAA, 4-MU-alpha-glucoside fluorescence. Potency, µM (highest dose often 76.9 µM), for inactives: at the highest dose activity change, negative = inhibition, usual class: inhibitors. 200,000 compounds, 0.005% hits;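 note: plate controls were uninhibited enzyme wells for no effect and no-enzyme background for full effect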
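Read-out is 4-methylumbelliferone fluorescence (Ex 365/Em 440 nm) after NaOH/glycine stop at pH 10. Enzyme 4 nM, substrate 400 uM, pH 5.0 citrate buffer, 20 min room temperature; AC50 from Hill-equation concentration-response.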
ALDH1A1 inh = qHTS Assay for Inhibitors of Aldehyde Dehydrogenase 1 (ALDH1A1) | 220,000 compounds, 7.3% hits | Aldehyde dehydrogenase 1A1 (Homo sapiens), P00352 | Purified ALDH1A1, NADH fluorescence, propionaldehyde substrate | AID 1030, 2008 | Potency, µM (titrated, usually from 75.3 µM), for inactives: at the highest dose activity, negative = inhibition, most hits filed as inhibitors; active = well fitted inhibition curve with a large enough effect, not every such curve was filed as active; inconclusive = small, poorly fitted or top-dose-only effect, or another doubt; inactive = no such curve, though single readings can be large or run the other way;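 note: plate controls were no enzyme wells and a reference inhibitor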
GoLoco inh red = qHTS Assay for Inhibitors of RGS12 GoLoco Motif Activity (Red Fluorophore); Gai1:RGS12 GoLoco peptide FP, rhodamine, 10 min; Potency, µM (titrated, usually from 61.6 µM), without a hit: top-dose activity, negative = inhibition, usual class: inhibitors; 230,000 compounds, 0.44% hits; AID 880, 2007; active = well fitted inhibition curve with a large enough effect, not every such curve was filed as active; inactive = no such curve, though single readings can be large or run the other way; note: % is set by controls: 0 for no effect and ±100 for the full control effect; nearly all actives have a fitted effect of over 30% in size; many of its hits are not listed in these tables
Target sequence (P63096 whole entry, looked up): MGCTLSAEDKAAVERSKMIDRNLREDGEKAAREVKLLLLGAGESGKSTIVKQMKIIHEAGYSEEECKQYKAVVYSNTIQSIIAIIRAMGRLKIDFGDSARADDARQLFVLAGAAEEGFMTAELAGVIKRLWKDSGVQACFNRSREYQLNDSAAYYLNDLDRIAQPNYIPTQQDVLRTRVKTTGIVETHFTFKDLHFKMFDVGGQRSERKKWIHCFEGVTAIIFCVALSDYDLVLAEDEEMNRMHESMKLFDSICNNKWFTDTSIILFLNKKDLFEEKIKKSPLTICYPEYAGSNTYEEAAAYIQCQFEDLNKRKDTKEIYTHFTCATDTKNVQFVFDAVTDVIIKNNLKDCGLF
GAA glycogen = qHTS Assay for Inhibitors and Activators of Human alpha-Glucosidase Cleavage of Glycogen; recombinant GAA, glycogen substrate, Amplex Red glucose oxidase fluorescence; Potency, µM (doses to about 76.4 µM), for the others: at the highest dose activity change, negative = inhibition, actives largely listed as inhibitors; 300,000 compounds, 0.38% hits;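 note: 0% = full enzyme reaction and -100% = no-enzyme basal signal; the screen sought inhibitors and activators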
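Recombinant human alpha-glucosidase (4 nM final) hydrolysed bovine liver glycogen (30 ug) for 40 min at 37 C in pH 5.0 citrate/phosphate with 0.01% Tween-20. Released glucose detected by glucose oxidase/Amplex Red, Ex 573/Em 610 nm. Compounds up to 77 uM; AC50 from Hill fits.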
SMN2 splice enh = qHTS Assay for Enhancers of SMN2 Splice Variant Expression. HEK293 SMN2-luciferase splicing reporter, luminescence, 30-36 h. Potency, µM (highest dose often 46.1 µM), inactives show at the highest dose activity change, positive = activation, most hits filed as activators. 210,000 compounds, 2.8% hits; note: % of control where 0% means no effect; nearly all actives have a fitted effect of over 55% in size
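qHTS luciferase splicing reporter: luminescence rises when SMN2 exon 7 is included in transfected HEK293 cells. Compound exposure lasted 30-36 h at 37C, with 4.5 mM final sodium butyrate as control, followed by a ONE-Glo read.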
KDM4E inh = qHTS Assay for Inhibitors of Human Jumonji Domain Containing 2E (JMJD2E) | Lysine-specific demethylase 4E (Homo sapiens), B2RXH2 | JMJD2E catalytic domain, FDH-coupled NADH fluorescence (FDH is formaldehyde dehydrogenase) | Potency, µM (top dose mostly 57.1 µM), inactives show top-dose activity change, negative = inhibition, hits mostly inhibitors | 230,000 compounds, 1.6% hits | AID 2147, 2009; active = well fitted inhibition curve with a large enough effect, not every such curve was filed as active; inconclusive = small, poorly fitted or top-dose-only effect, or another doubt; inactive = no such curve, though single readings can be large or run the other way;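 note: 0% = wells with enzyme and -100% = buffer wells without enzyme; nearly all actives have a fitted effect of over 50% in size; many of its hits are not listed in these tables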
Target sequence (B2RXH2 1-337 limits assumed): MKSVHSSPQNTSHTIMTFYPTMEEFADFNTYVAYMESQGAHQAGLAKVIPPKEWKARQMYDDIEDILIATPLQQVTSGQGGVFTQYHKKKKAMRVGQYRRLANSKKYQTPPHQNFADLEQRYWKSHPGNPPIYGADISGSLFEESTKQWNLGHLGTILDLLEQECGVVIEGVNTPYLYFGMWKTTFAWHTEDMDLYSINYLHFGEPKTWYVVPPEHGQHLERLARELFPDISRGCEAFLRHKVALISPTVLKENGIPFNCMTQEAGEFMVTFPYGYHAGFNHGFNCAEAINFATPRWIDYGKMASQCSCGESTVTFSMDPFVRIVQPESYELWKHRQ
GLA spleen mod = qHTS Assay for Inhibitors and Activators of Human alpha-Galactosidase From Spleen Homogenate. Alpha-galactosidase A (Homo sapiens), P06280. human spleen homogenate, 4MU-alpha-Gal fluorescence, 40 min. Potency, µM (titrated, usually from 80 µM), for the others: at the highest dose activity change, negative = inhibition, most hits filed as inhibitors. 240,000 compounds, 0.008% hits. AID 2107, 2009;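 note: 0% = enzyme with vehicle and -100% = no enzyme basal signal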
Target sequence (P06280 32-429 limits assumed): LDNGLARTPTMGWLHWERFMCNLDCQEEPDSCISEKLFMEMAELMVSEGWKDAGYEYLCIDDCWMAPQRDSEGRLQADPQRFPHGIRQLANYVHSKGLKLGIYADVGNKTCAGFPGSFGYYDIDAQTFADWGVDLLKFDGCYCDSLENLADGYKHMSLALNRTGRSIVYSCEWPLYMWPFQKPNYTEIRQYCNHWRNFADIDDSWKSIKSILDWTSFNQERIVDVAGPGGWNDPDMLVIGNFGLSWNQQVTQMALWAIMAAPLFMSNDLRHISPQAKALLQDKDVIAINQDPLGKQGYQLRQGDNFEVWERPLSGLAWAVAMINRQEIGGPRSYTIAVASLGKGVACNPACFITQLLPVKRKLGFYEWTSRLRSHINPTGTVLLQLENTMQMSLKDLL
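Fluorogenic readout (Ex 365/Em 440 nm) of 4-methylumbelliferone released from 1 mM 4-MU-alpha-galactoside by spleen homogenate, 40 min at 37C, pH 5.0. Data normalized to no-enzyme and enzyme controls; Hill-equation AC50 from compound titrations.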
An asterisk follows results filed as active; u = inconclusive; x = no result given; & = joins results of further samples; [ ] = remark or other dose. Unless noted, calls come from the whole dose curve; as a rule, active = well fitted curve in the direction sought with a large enough effect; inconclusive = small, poorly fitted or top-dose-only effect, or another doubt; inactive = no such curve, though single readings can be large; an effect the other way counts as inactive or inconclusive. Potency is the fitted concentration of half-maximal effect.

Sequence of screens – aGlu spleen mod, GAA inh, ALDH1A1 inh, GoLoco inh red, GAA glycogen, SMN2 splice enh, KDM4E inh, GLA spleen mod
- Cc1c(Cl)cnc(NC(=O)COC(=O)Cc2coc3ccc4ccccc4c23)c1Cl
 : 6%, -13%, 5%, 20%, -3%, 8%, u, 7%
- CCCN1C(=O)/C(=C/c2c(N3CCNC(=O)C3CC(=O)OCC)nc3c(C)cccn3c2=O)SC1=S (stereo not given)
 : -5%, x, x, 130%[activator], -3%, x, 1%, -12%
- CCOc1ccc(NC(=O)CCS(=O)(=O)c2ccc3c(c2)CCCN3C(C)=O)cc1
 : 3%, 4%, 19µM*, 0%, -16%, -27%, 7%, 10%
- O=C(CSc1ccc(-c2nc3ccccc3[nH]2)cn1)Nc1ccc(S(=O)(=O)NC2CC2)cc1
 : -2%, -3%, u, 25%, 8%, 44%, u, -7%
- Cc1cc(C)c2oc(C(=O)Nc3ccc(S(=O)(=O)N4CCCC(C)C4)cc3)cc(=O)c2c1 (stereo not given)
 : -5%, -2%, 70%[activator], 10%, 0%, -22%, 34%[activator], 2%
- Cc1cn(C2C=CC(CO)O2)c(=O)[nH]c1=O (stereo not given)
 : -1%, 2%, 5%, -6%, 6%, 13%, 7%, 14%
- Cc1ccc(NC(=O)c2ccc(CSc3nnc(C)s3)cc2)c(C)c1
 : u, 10%, u, -14%, -13%, 12%, 4%, 0%
- COc1ccc(NC(=O)Nc2ccccc2OC)cc1
 : 7%, -1%, 2%, 2%, 7%, u, -7%, 7%
- O=C(NCCO)c1nc2ccccc2s1
 : 4%, -1%, 5%, -15%, -8%, 0%, 8%, 4%
- NC(=O)NC(=O)COC(=O)CCCc1c[nH]c2ccccc12
 : -2%, -1%, 1%, 7%, 9%, 1%, 8%, -7%
- N#Cc1ccccc1-n1c(N)c(C(=O)N2CCCC2)sc1=S
 : -12%, 1%, 11µM*, -10%, 2%, -41%[inhibitor], -9%, -4%
- CCOC(=O)c1[nH]c(C(=O)O)c(CCN(CC)CC)c1C
 : -11%, 2%, 5%, 4%, 1%, -13%, 1%, 4%
- CCN1C(=O)C(O)(C2COC(C)(C)CC2=O)c2cc(Br)ccc21 (stereo not given)
 : -17%, -11%, 8.9µM*, 4%, -13%, 14%, 2%, 7%
- Cc1[nH]nc(SCC(=O)NC2CCCC2)c1[N+](=O)[O-]
 : -1%, 5%, -6%, 5%, 3%, 2%, -1%, 2%
- COc1ccc(S(=O)(=O)N(C)CC(=O)O)c2ccccc12
 : -9%, -6%, -9%, 3%, -6%, 31%, 2%, -2%
- NC(=O)CSc1nccn1Cc1ccc2c(c1)OCO2
 : 1%, 9%, -4%, -2%, -3%, 0%, 1%, -1%
- CCn1c(/C=C/N(C(C)=O)c2ccccc2)[n+](CC)c2ccc(Cl)cc21
 : -14%, 0%, 2%, 1.8µM*, 13%, -16%, 3%, -16%
- Cc1ccc(C(c2sc3ncnn3c2O)N2CC(C)CC(C)C2)cc1 (stereo not given)
 : 2%, 0%, u, 7%, -6%, 0%, 5%, 10%
- COc1ccc(N(C(=O)C2CSC(=O)C2)C(C(=O)NC(C)(C)C)c2ccncc2)cc1 (stereo not given)
 : -2%, 8%, -2%, -2%, 10%, x, -11%, -3%
- Cn1nnnc1SCc1cc(=O)n2ccsc2n1
 : 5%, u, 0%, 11%, 3%, -6%, 2%, 6%
- N/C(=N\OC(=O)COc1ccc(Cl)cc1Cl)c1ccccn1
 : 3%, u, -6%, -2%, -19%, x, 6%, 2%
- COc1ccc(OC)c2sc(NC(=O)C3=COCCO3)nc12
 : 3%, -15%[15.4 µM], u, 1%, -11%, -49%[inhibitor], u, -1%
- C=CCNC(=S)NNC(=O)c1csc(CC)c1
 : -3%, -1%, 7%, 7%, -7%, 11%, 4%, -1%
- COc1ccc(-c2cc(C(=O)Nc3ccccc3N3CCOCC3)c3ccccc3n2)cc1OC
 : -17%, u, u, 12%, -12%, -58%[inhibitor], -26%, -4%
- CCOc1ncccc1C(=O)NCc1ccccc1
 : 5%, -14%, 14%, -19%, -2%, -15%, 2%, 3%
- CC(C)N(C(=O)Cn1c(Cl)nc2ccccc21)C(C)C
 : 4%, -5%, 5%, -9%, 6%, x, -7%, 4%
- CCOc1cc([N+](=O)[O-])cc2c1C(=O)Nc1ccccc1O2
 : 5%, 4%, 1%, 72%[activator], 1%, -18%, -2%, 0%
- CC1(C)CC(=O)c2c(nc3ccccc3c2N)C1
 : u, u, u, -8%, 3%, 18%, u, u
- C/C(N)=C(/C#N)C(=O)CSc1nn(-c2ccc(Cl)cc2)c(=S)s1
 : 1%, -5%, 5%, 20%, -6%, 21%, -4%, 3%
- CC(NC(=O)c1ccc(F)cc1)c1ccc2c(c1)CCCC2 (stereo not given)
 : 7%, -5%, 2%, 3%, 2%, -9%, 2%, 7%
- Cc1cc(C)nc(SCCCn2c(=O)[nH]c3ccccc32)n1
 : 1%, 1%, 5%, -8%, 10%, -3%, -6%, 8%
- O=C(NCC(c1cccs1)N1CCOCC1)c1ccccc1NS(=O)(=O)c1cc([N+](=O)[O-])ccc1Cl (stereo not given)
 : -9%, -10%, 6%, x, 1%, x, -12%, 0%
- COCCn1c(=O)c(-c2cccc(F)c2)nc2cncnc21
 : -15%, x, u, -8%, x, x, x, u
- C=CCc1cc(C=O)cc(OC)c1OCc1ccc(Cl)cc1
 : -15%, 5%, u, 12%, -2%, -23%, 3%, -13%
- O=C(CN1C(=O)C2CCCCC2C1=O)OCn1nnc2ccccc2c1=O (stereo not given)
 : 0%, 6%, u, -3%, 4%, -9%, 7%, 2%
- Cc1ccc(-c2nnc(Nc3ccc(C(N)=O)cc3)c3ccccc23)cc1S(=O)(=O)NCC1CCCO1 (stereo not given)
 : -2%, u, 11%, 5%, -4%, u, -30%, 3%
- COc1ccc(NS(=O)(=O)c2ccc(NC(=O)C(CCSC)NC(N)=O)cc2)cc1 (stereo not given)
 : 5%, x, x, 3%, 5%, x, -7%, 6%
- O=C(CSc1nccn1-c1ccccc1)c1ccc(Br)cc1
 : 9%, -5%, u, -3%, 8%, -4%, 2%, 4%
- CCN(CC)S(=O)(=O)c1cc(NC(=O)C(C)N2CCN(Cc3ccc4c(c3)OCO4)CC2)ccc1C (stereo not given)
 : 5%, -5%, 9%, 11%, -4%, -35%[inhibitor], 7%, 13%
- O=C(c1ccc(Cl)cc1)C1CCCN(Cc2ccc(Oc3ncccn3)cc2)C1 (stereo not given)
 : 3%, -13%, 28µM*, 11%, 0%, x, 8%, 12%
- Cc1nonc1NC(=O)Nc1cccnc1
 : -1%, -13%, -3%, -1%, -5%, -10%, 1%, 6%
- COc1ccc(C(=O)C2CCCN(Cc3cn[nH]c3-c3ccccc3)C2)cc1OC (stereo not given)
 : -7%, 4%, 4%, -2%, -12%, x, u, 5%
- O=S(=O)(Nc1nc2ccccc2nc1NCCO)c1cccc(Cl)c1
 : -5%, 8%, -5%, -12%, -2%, 7%, u, 1%
- Nc1nonc1C(=O)N1CCCCC1
 : -11%, 2%, 8%, -2%, 6%, 4%, 0%, 6%
- O=C(c1cc(C(F)(F)F)cc(C(F)(F)F)c1)N1CCC2(CC1)CCN(c1ccncc1)CC2
 : -6%, x, 13%, 9%, x, -23%, x, 1%
- CCC1=C2CC[C@H]3C(=O)N(c4ccccc4)C(=O)[C@H]3[C@H]2[C@@]2(C)C(=NCc3ccccc3)OC(=O)N2C1=O
 : -2%&1%, x, u, -2%&4%, 7%, -14%, 5%&-5%, -3%&-5%
- O=C(CN1CCN(c2ncccn2)CC1)NCc1ccccc1
 : -4%, -2%, u, 4%, 7%, -23%, -10%, -2%
- Cc1ccccc1CSCCNC(=O)COc1ccc(Cl)cc1
 : -3%, -2%, -6%, 10%, 11%, -10%[1.84 µM], 1%, 0%
- COc1cccc(N2C(=O)CC(N3CCN(C(=O)c4ccco4)CC3)C2=O)c1 (stereo not given)
 : -6%, u, u, -1%, 3%, 7%, 1%, 20%
- Cc1ccc(Oc2ncccc2COC(=O)Nc2ccccc2C)cc1
 : -4%, -12%, -4%, -12%, -12%, 3%, 0%, 3%
- COc1ccccc1NC(=O)Nc1ccc2c(c1)nnn2C
 : -13%, -3%, 3%, 5%, 12%, u, -28%, u
- COC(=O)c1ccc(NC(=S)N2CCC(C(N)=O)CC2)cc1
 : -3%, 4%, -3%, 2%, 12%, -3%, 16%, 0%
- COc1cccc(Cn2nnc(C(=O)Nc3cc(C)ccc3OC)c2N)c1
 : 0%, -12%[15.4 µM], u, 27%, -13%, -24%, 0%, -2%
- O=C(Oc1cccc(N2C(=O)CCC2=O)c1)C1CC(=O)N(c2ccc(F)cc2)C1 (stereo not given)
 : 5%, 3%, 2%, 2%, -3%, -4%, -2%, 0%
- Cc1ccc(SCCNC(=O)c2ccccc2)cc1
 : -2%, 2%, u, 13%, 3%, -6%, 4%, 5%
- COc1ccccc1N1CCN(C(=O)CSc2nc(-c3ccccc3)cc(=O)[nH]2)CC1
 : -17%, 1%, -4%, 9%, 2%, -3%, -1%, -17%
- O=C1/C(=C/c2cccnc2)Oc2cc(OS(=O)(=O)c3ccc(F)cc3)ccc21
 : 4%, 3%, 8.9µM*, -1%, -11%, -33%[inhibitor], u, 9%
- CNC(=S)NNC(=O)c1sccc1OCc1ccc(C)cc1
 : -2%, -5%, 1%, 4%, -28%, -17%, 2%, -3%
- Cn1nc(Oc2ncc(C(F)(F)F)cc2Cl)cc1C(F)(F)F
 : 8%, 0%, 3%, 5%, -5%, -7%, 7%, 9%

A few values from the list:
`Cc1cc(C)nc(SCCCn2c(=O)[nH]c3ccccc32)n1` | SMN2 splice enh = -3%
`Cc1ccc(SCCNC(=O)c2ccccc2)cc1` | aGlu spleen mod = -2%

This is a subset; rates above refer to the full screens.
